PV pol inh – inhibitors of poliovirus RNA polymerase binding and polymerization. poliovirus polymerase elongation, fluorescence polarization; hits give low values. % elongation, % (compound at 16.7 µg/mL). hit rate 0.66% among 150,000; in the data active = % elongation below about 90%; also: some results filed as inactive read as strong as hits
Target sequence (P03300 1749-2209 limits assumed): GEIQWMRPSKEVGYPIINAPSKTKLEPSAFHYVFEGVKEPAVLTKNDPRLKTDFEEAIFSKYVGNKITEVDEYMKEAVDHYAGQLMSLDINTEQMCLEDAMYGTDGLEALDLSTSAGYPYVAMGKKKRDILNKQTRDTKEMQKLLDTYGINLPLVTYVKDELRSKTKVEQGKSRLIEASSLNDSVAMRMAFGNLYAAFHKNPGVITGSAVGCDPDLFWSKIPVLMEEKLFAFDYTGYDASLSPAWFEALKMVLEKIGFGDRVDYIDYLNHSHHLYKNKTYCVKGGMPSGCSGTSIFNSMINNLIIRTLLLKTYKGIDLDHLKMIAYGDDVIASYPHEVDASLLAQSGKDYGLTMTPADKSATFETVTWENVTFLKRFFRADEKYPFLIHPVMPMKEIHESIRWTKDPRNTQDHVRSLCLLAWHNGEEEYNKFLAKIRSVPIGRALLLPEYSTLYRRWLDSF
PV pol inh FP z-score – second read-out of PV pol inh, no call of its own (marks repeat the call); z-score; measured here: FP z-score; hits read low
Starred values were filed as active, the others as inactive; & = joins results of further samples. An excerpt; count on the stated rates, not on these rows.

SMILES	PV pol inh	PV pol inh FP z-score
O=C1Nc2ccccc2C12Nc1ccccc1S2 (configuration not stated)	98	-0.6
CC1(C)CC2CC(C)(CN2S(=O)(=O)c2ccc(Cl)s2)C1 (configuration not stated)	101	0
CSCCNC(=O)c1cccc(Cl)c1	101	0.2
Cc1cc(C)n(CC(=O)N2CCCC2)c(=O)c1C#N	105	1.3
O=C(NCCc1ccc2c(c1)OCCO2)c1ccncc1	103	0.2
COC(=O)C1Cc2ccccc2CN1CN1C(=O)c2cc(Cl)c(Cl)cc2C1=O (configuration not stated)	103	0
CC(C)CC1NC(=S)N(Cc2ccccc2)C1=O (configuration not stated)	98	-0.5
CCCNC(=O)C1CCN(C(=O)c2ccc(-n3ccc4ccccc43)s2)CC1	102	0.7
O=C(Cc1cc(=O)[nH]c(=O)[nH]1)NC1CCCC1	99	-0.6
CC1(C)CC(=O)CC(=Nc2ccc(C(=O)O)cc2)C1	102	-0.1
O=C(COC(=O)c1cnccn1)NCc1ccccc1	108	0.7
NC(=O)C1CCCN1c1c(F)c(F)c(C(=O)c2ccccc2)c(F)c1F (configuration not stated)	104	0.1
O=C(NCc1ccccc1)C1CC(c2ccc(F)cc2)=NO1 (configuration not stated)	102	0.4
CCOc1ccccc1CN1CCc2nc(Nc3ccccc3)ncc2C1	99	-1
O=C(OC/C=C/c1ccccc1)c1cccc(-n2cnnn2)c1	104	0.2
Cc1ccc(OC(=O)c2cccnc2)cc1	102	0.2
CCOC(=O)c1cc(COc2c(Cl)cccc2Cl)on1	105	0.2
CCOC(=O)Cc1c(C)nc2c(-c3ccc(Cl)cc3)c(C)[nH]n2c1=O	105	0.2
O=C1CNCC(=O)N1CCc1ccccc1	100	0
Cc1cc(/C=C/C(=O)N2CCN(S(=O)(=O)c3cccs3)CC2)c(C)n1-c1ccnn1C(C)C	103	0.1
Cc1cc(C)c2c(=O)[nH]c(=O)n(Cc3ccccc3)c2n1	136	4.6
O=C(COc1ccc2ccccc2c1Br)NCc1ccco1	100	0
Cc1cc(C)c(N=C(NC#N)Nc2c(C)cc(C)cc2C)c(C)c1	107	0.6
Cn1c(CC#N)[n+](C)c2ccccc21	97	-0.3
CC(CCc1ccccc1)NC(=O)COc1nc2ccccc2nc1N1CCOCC1 (configuration not stated)	105	0.7
CCOc1ccc(NC(=O)C(C)Oc2ccccc2)cc1 (configuration not stated)	114	1.7
O=c1[nH]c(SCc2cccc(Cl)c2)nc2c1CCC2	113	1.1
COc1ccc(-c2noc(-c3nnn(-c4ccc(C(C)C)cc4)c3C)n2)cc1OC	102	-0.3
C=CCC(NCc1cccs1)c1ccco1 (configuration not stated)	100	-0.3
Cc1ccc(N2CC(=O)N(C)C2=S)cc1	99	-0.8
O=C1NC2(CCc3ccccc32)C(=O)N1Cc1ncc(-c2ccccc2)o1 (configuration not stated)	105	0.3
CC1Cc2nn(-c3ccccc3)c(-c3cccnc3)c2C(=O)C1C (configuration not stated)	105	0.4
O=C(CC12CC3CC(CC(C3)C1)C2)NCc1ccc2c(c1)OCO2	108	1.1
CCc1ccc(NC(=O)CCCn2nc(CC)n3c(cc4occc43)c2=O)cc1	102	0.2
CC(=O)Nc1ccc(S(=O)(=O)n2cnc3cc(C)c(C)cc32)cc1	99	-0.6
CNC(=O)c1c(NC(=O)Cc2coc3ccc(OC)cc23)sc2c1CCCC2	97	-2.3
Cc1onc(-c2ccccc2)c1C(=O)N1CCCN2C(=O)c3ccccc3C21 (configuration not stated)	108	0.8
N#CCc1c(C#N)c(N)nc(N2CCN(S(=O)(=O)c3ccccc3)CC2)c1C#N	113	1.1
CC(C)c1ccc(NC(=O)/C=C/c2ccco2)cc1	100	-0.3
O=C(NCc1ccccc1)c1ccc(CNS(=O)(=O)c2ccc(Br)cc2)cc1	103	-1.8
C/C(O)=C(\C#N)c1nc2ccccc2[nH]1	103	0.2
CNC(=S)N(Cc1ccco1)C1CC(=O)N(c2ccccc2)C1=O (configuration not stated)	99	-0.3
CCOC(=O)c1cnc2c(c(C3CC3)nn2C)c1N1CCCCC1	101	-0.3
COc1ccc(C2SC(C)C(=O)N2CCCn2ccnc2)cc1OC (configuration not stated)	96	-1
N#Cc1ccccc1NCC(=O)N1CCN(S(=O)(=O)c2ccccc2)CC1	105	0.4
COC(=O)C(NC(=O)CCc1c(C)nc2c(-c3ccccc3)c(C)nn2c1C)C(C)C (configuration not stated)	106	-0.4
NNC(=O)CCCNc1ccc(Cl)cc1	105	0.2
COc1cccc(CNC(=O)c2ccc3c(c2)N(Cc2ccc(C(F)(F)F)cc2)C(=O)c2ccccc2S3)c1OC	107	-0.8
O=C(Nc1c(-c2cccs2)nc2ccccn12)c1cccc(C(F)(F)F)c1	101	0.1
O=C(COc1ncnc2ccccc12)NC(=O)NC1CCCCC1	104	0.2
O=C(Nc1nnc(N2CCCC2)s1)Nc1cc(F)ccc1F	104	-0.8
CC(C)(C)/C(O)=C/c1nc2cc(Cl)ccc2oc1=O	102	-0.1
Cc1c2cnn(-c3ccccc3)c(=O)c2c(C)n1CCCC(=O)NCc1ccccn1	103	0.5
CC1(C)CC(NCc2ccco2)=CC(=C(C#N)C#N)C1	103	0.6
CCOC(=O)c1c(N)n(-c2ccc(Cl)c(Cl)c2)c2nc3ccccc3nc12	109	1
CCN(CC)S(=O)(=O)c1nnc(NC(=O)c2ccc(C)cc2)s1	102	-1.5
CC(=O)Nc1c(C)nn(-c2ccccc2)c1N1CCC(C(=O)NCc2ccccc2Cl)CC1	114	1.5
O=C(CSc1c2c(nc3ccccc13)CCC2)N1CCCC1	103	0.5
COc1ccc(Cl)cc1NC(=O)CSC1=Nc2ccccc2C2=NC(CC(=O)NCc3cccs3)C(=O)N12 (configuration not stated)	111	-0.4
CSc1ncc(Cl)c(C(=O)Nc2c(C(=O)Nc3cccc(C)c3)oc3ccccc23)n1	117	0.1

Fetched by compound from the entries so far:
SMILES	PV pol inh	PV pol inh FP z-score
CC(=O)Nc1ccc(S(=O)(=O)n2cnc3cc(C)c(C)cc32)cc1	99	-0.6
COC(=O)C1Cc2ccccc2CN1CN1C(=O)c2cc(Cl)c(Cl)cc2C1=O (configuration not stated)	103	0
CC1(C)CC(=O)CC(=Nc2ccc(C(=O)O)cc2)C1	102	-0.1
O=C(CC12CC3CC(CC(C3)C1)C2)NCc1ccc2c(c1)OCO2	108	1.1

(next part)
SMILES	PV pol inh	PV pol inh FP z-score
CN1CCC(N(C)Cc2cc(C(C)(C)C)c(O)c(C(C)(C)C)c2)CC1	101	0.1
CCOc1ccc(-n2c(=O)c3c(C)c(C)sc3n(Cc3c(F)cccc3Cl)c2=O)cc1	108	0.5
CCC(C)NC(=O)Cn1ncc2c(=O)oc3ccc(C)cc3c21 (configuration not stated)	103	0.5
Cc1ccc(CCNC(=O)c2sc3ncccc3c2-n2c(C)ccc2C)cc1	106	-0.1
CCCCC1=NN2C(=N)/C(=C\c3cccn3-c3ccc(C)cc3C)C(=O)N=C2S1	102	0.4
CCNC(=O)c1ccc(C)c(S(=O)(=O)N2CCCC2)c1	105	1.5
Cc1cc2cc(CCNC(=O)/C=C\c3ccccc3)c(=O)[nH]c2cc1C	99	-0.6
CN1C(=O)c2oc3ccccc3c(=O)c2C1c1ccccc1 (configuration not stated)	104	1
CC(C)(C)c1cc(N/C(=N\S(=O)(=O)c2ccccc2)c2ccccc2)no1	100	-0.4
O=C(Cc1ccsc1)OCc1csc(-c2ccccc2)n1	95	-0.3
O=C(COc1ccc(Cl)cc1)OCC(=O)N1CCc2ccccc2C1	99	-1
COc1ccc(-c2noc(C3CC(=O)N(c4cc(C)cc(C)c4)C3)n2)cc1 (configuration not stated)	102	-1
COCCOC(=O)C1=C(C)NC(=S)NC1c1ccc(C)c(OC)c1 (configuration not stated)	99	-0.5
O=C1C(c2ccccc2)NC(=S)N1C1CCCCC1 (configuration not stated)	101	0
CCOC(=O)c1cc(C(=O)O)nn1C	101	0
COc1cc(OC)c(NC(=O)c2c3c(nc4ccccc24)C(=O)N(C2CCCCC2)C3)cc1Cl	108	0.2
Cc1ccc(NC(=O)C2CCN(S(=O)(=O)c3cccs3)CC2)cc1	104	0.1
Cc1ccc(Nc2sc(C(=O)c3ccccc3)c(N)c2C(=O)NC(C)C)cc1	106	-0.1
CSc1ncc(C(=O)NCc2ccccc2)c(-c2ccccc2)n1	101	-1.1
CCCCN(CCCNC(=O)c1cc(Nc2ccc(OC)c(OC)c2)nc2ccccc12)Cc1ccccc1	114	1.4
CCCCn1c(CNC(=O)c2ccc(OC)cc2)nnc1SCC(=O)Nc1ccc(OC)cc1	99	-0.5
CCc1ccc2nc(NC(=O)c3c(C)oc(-n4cccc4)c3C#N)sc2c1	104	0.2
Cc1cc(C(=O)COC(=O)c2ccc(S(=O)(=O)N(C)C)cc2)c(C)n1-c1ccc2c(c1)OCO2	100	-0.4
O=C1NC(=O)c2ccc3c4c(ccc1c24)C(=O)N(c1ccccc1)C3=O	101	-0.1
CCOC(=O)C1=C(Cn2ccnc2)NC(=O)NC1c1ccc(OC(C)C)cc1 (configuration not stated)	100	-0.1
CCC(=O)c1cn(CC(=O)N(CC)CC)c2ccccc12	105	0.1
CCN1CCC(NC(C)c2ccc(OC)cc2)CC1 (configuration not stated)	103	0.4
CC(Oc1ccc(Br)cc1Cl)C(=O)NC(N)=O (configuration not stated)	103	0
O=C(/C=C/c1ccc(Br)o1)Nc1ccc(F)cc1F	101	0
CC(Sc1nnc(-c2ccc3c(c2)OCO3)o1)C(N)=O (configuration not stated)	99	-1.2
Cc1ccc(Cn2c(=O)n(Cc3ccco3)c(=O)c3oc4ccccc4c32)cc1	113	1.2
CCCOc1cccc(C(=O)Nc2ccc(-c3cc4ccccc4oc3=O)c(C)c2)c1	101	-0.2
Cc1ccn2c(=O)cc(CNCC(c3ccco3)N3CCCCC3)nc2c1 (configuration not stated)	106	0.6
CC1CCN(C(=O)Cn2c(=O)n(-c3ccc(Cl)cc3)c(=O)c3c4c(sc32)CCC4)CC1	107	0.2
NC(=O)C1CCN(C(=O)c2sc3ccccc3c2Cl)CC1	102	0.1
CCCCCCCCCCCCCCCC(=O)NCCO	101&100	-0.1&-0.1
O=S(=O)(NCCCn1ccnc1)c1ccc2ccccc2c1	102	0.1
Cc1ccc2c(=O)c(C(=O)c3ccccc3)cn(CC(N)=O)c2n1	100	-0.8
CCOC(=O)c1cc(C)[nH]c(=S)c1C#N	105	0.2
CN(C)c1ccc(NC(=O)Cn2nnc3sc4c(c3c2=O)CCC(C(C)(C)C)C4)cc1 (configuration not stated)	114	1.1
O=C(NCCc1ccccc1)c1ccc(=O)[nH]n1	97	-1
CCOC(=O)c1cnc2nc(CCc3ccccc3)[nH]n2c1=O	102	0.1
Cc1ccc(/C=C/c2onc(C)c2S(=O)(=O)N2CCC(C(=O)Nc3ccccc3C(F)(F)F)CC2)cc1	103	-0.6
COc1ccc(CCNC(=O)c2ccc3c(c2)nc(C)n3-c2ccc(Br)cc2)cc1OC	111	1
COC(=O)c1cc(S(=O)(=O)NCC(C)c2ccccc2)cn1C (configuration not stated)	104	0.8
O=S(=O)(c1ccccc1)n1nc(-c2cccnc2)nc1NCc1cccs1	100	-0.8
CCN(CC)c1ccc(C(=O)OCC(=O)NC2CCCCC2)cc1	103	0.9
CCCCCCCCCCCCCC(=O)N[C@@H](C)[C@H](O)c1ccccc1	101&100	0&0.1
Nc1nc(N(Cc2ccccc2)Cc2ccccc2)nc(C(F)(F)F)n1	98	-0.4
CC1(C)CC(=O)c2cc(-c3ccc(Br)cc3)n(CC(=O)O)c2C1	100	-0.1
O=C(COc1ccc(S(=O)(=O)N2CCOCC2)cc1)NCCC1=CCCCC1	99	-1.4
CN(CC(=O)Nc1ccc(F)cc1F)S(=O)(=O)c1cccc2nsnc12	107	0.5
O=C(CC(c1ccccc1)c1ccccc1)NCCn1ccc2ccccc21	101	0
Cc1cc2ncn(/N=C/c3ccc4c(c3)OCO4)c2cc1C	104	0.4
O=C(CCSCc1cnn(-c2ccccc2)c1-n1cccc1)N1CCCCCC1	101	-0.2
CC(=O)Oc1ccc(-c2cccc(C(=O)O)c2)cc1	99	-0.1
Cc1cc(NC(=O)COc2cc(C)c(Cl)c(C)c2)no1	100	-0.2
COc1ccc(OC)c(CCNC(=O)c2cc3c(-c4ccccc4F)nn(C)c3s2)c1	109	0.5
COc1ccccc1NC(=O)Cc1ccc(Br)cc1	103	-0.1
COc1cccc(-c2nc(S(=O)(=O)c3ccc(C)cc3)c(N(C)C)o2)c1	104	0.8

Among those listed so far, 15 contain an aryl methoxy group:
SMILES	PV pol inh	PV pol inh FP z-score
COc1ccc(-c2noc(-c3nnn(-c4ccc(C(C)C)cc4)c3C)n2)cc1OC	102	-0.3
CNC(=O)c1c(NC(=O)Cc2coc3ccc(OC)cc23)sc2c1CCCC2	97	-2.3
COc1ccc(C2SC(C)C(=O)N2CCCn2ccnc2)cc1OC (configuration not stated)	96	-1
COc1cccc(CNC(=O)c2ccc3c(c2)N(Cc2ccc(C(F)(F)F)cc2)C(=O)c2ccccc2S3)c1OC	107	-0.8
COc1ccc(Cl)cc1NC(=O)CSC1=Nc2ccccc2C2=NC(CC(=O)NCc3cccs3)C(=O)N12 (configuration not stated)	111	-0.4
COc1ccc(-c2noc(C3CC(=O)N(c4cc(C)cc(C)c4)C3)n2)cc1 (configuration not stated)	102	-1
COCCOC(=O)C1=C(C)NC(=S)NC1c1ccc(C)c(OC)c1 (configuration not stated)	99	-0.5
COc1cc(OC)c(NC(=O)c2c3c(nc4ccccc24)C(=O)N(C2CCCCC2)C3)cc1Cl	108	0.2
CCCCN(CCCNC(=O)c1cc(Nc2ccc(OC)c(OC)c2)nc2ccccc12)Cc1ccccc1	114	1.4
CCCCn1c(CNC(=O)c2ccc(OC)cc2)nnc1SCC(=O)Nc1ccc(OC)cc1	99	-0.5
CCN1CCC(NC(C)c2ccc(OC)cc2)CC1 (configuration not stated)	103	0.4
COc1ccc(CCNC(=O)c2ccc3c(c2)nc(C)n3-c2ccc(Br)cc2)cc1OC	111	1
COc1ccc(OC)c(CCNC(=O)c2cc3c(-c4ccccc4F)nn(C)c3s2)c1	109	0.5
COc1ccccc1NC(=O)Cc1ccc(Br)cc1	103	-0.1
COc1cccc(-c2nc(S(=O)(=O)c3ccc(C)cc3)c(N(C)C)o2)c1	104	0.8

Assay outcomes as filed in PubChem.
